RAD52 inh – RAD52 DNA annealing inhibitors, primary screen, biochemical, FRET, single point, set 2; 360,000 compounds, 0.46% hits; recombinant RAD52 DNA annealing, FRET fluorescence; AID 651710, 2012; inhibition, % at 18.7 µM;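 active = every replicate showing at least 50% inhibition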
Target sequence (P43351 whole entry, looked up): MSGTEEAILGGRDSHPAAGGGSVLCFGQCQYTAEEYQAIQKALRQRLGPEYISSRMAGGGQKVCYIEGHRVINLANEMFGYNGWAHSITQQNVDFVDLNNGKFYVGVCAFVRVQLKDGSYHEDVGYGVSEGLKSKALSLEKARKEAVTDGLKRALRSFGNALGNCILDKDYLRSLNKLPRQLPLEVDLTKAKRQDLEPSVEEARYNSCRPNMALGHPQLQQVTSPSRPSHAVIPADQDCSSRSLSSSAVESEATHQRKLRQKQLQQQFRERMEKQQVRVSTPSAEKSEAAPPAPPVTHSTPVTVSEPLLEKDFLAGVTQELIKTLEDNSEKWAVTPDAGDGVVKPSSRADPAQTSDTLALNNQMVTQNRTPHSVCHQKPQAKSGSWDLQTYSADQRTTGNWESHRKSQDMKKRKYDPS
Xi reactivation – activators of inactive X chromosome reactivation, primary screen, imaging, XiGFP fibroblasts, GFP high-content imaging, set 2 | XiGFP mouse fibroblasts, % GFP-positive cells imaging, 3 d; cells co-treated with 5-aza-dC sensitizer; scaled so ellipticine positive control = 100% | activation, % at 7.58 µM | 360,000 compounds, 0.055% hits | AID 743238, 2013;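 active = mean normalized replicate activation at least 10% and every replicate at or above 10%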;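 note: 0% = median of on-plate neutral control wells and 100% = ellipticine 6 µM median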
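Schedule: 3 d treatment, 15 min room-temperature fixation; system: 68-5-11 XiGFP fibroblast line; buffer or medium: DMEM plus 5-aza-dC sensitizer; control set: ellipticine 6 µM positive control; compound: one concentration, pinned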
F508del corr – F508del CFTR correction, initial screen, CFBE line, single point; CFBE cells, YFP halide quenching; stimulated with forskolin plus potentiator P3; % fluorescence drop versus neutral controls; activity (quench increase), % at 7.58 µM; 350,000 compounds, 0.36% hits; AID 720511, 2013;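 active = mean added fluorescence quench of at least 8% versus neutral control, with both replicates also reaching 8%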;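 note: cells transiently co-express mutant CFTR-F508del with the halide-sensitive YFP; corrector assay measuring rescue of mutant channel to the surface after 24 h compound exposure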
INS-1E GSIS act – GLuc luminescence reporter in INS-1E cells, primary screen for activators of glucose-dependent secretion of insulin | INS-1E GLuc reporter insulin secretion, 2-3 h | activation, % at 16.6 µM | 370,000 compounds, 0.61% hits;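 active = lowest replicate activation of at least 40%, so every replicate reaches that level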;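 note: 0% = median of neutral control wells and 100% = median of IBMX positive control wells; some compounds called inactive have numbers as strong as hits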
RAD54 inh – inhibitors of human RAD54 branch migration, primary screen, biochemical, fluorescence, single point | RAD54 Holliday junction branch migration, FAM/BHQ fluorescence | DNA repair and recombination protein RAD54-like (Homo sapiens), Q92698 | 360,000 compounds, 0.14% hits | AID 602329, 2012 | inhibition, % at 10.4 µM;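 active = mean normalized replicate activity at least 40 and at least half of replicates scoring 40 or more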;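 note: 0% = median of neutral control wells and 100% = median of positive control wells; inhibitors cause a drop in the FAM fluorescence signal; in these data hits start at about 50%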
esBAF inh – Bmi1 luciferase reporter increase in mESCs, primary screen, esBAF inhibitor project, mouse ES cells, Bmi1 luciferase knock-in, single point; 24 h; 100% = twice the neutral-well signal; reporter increase, % at 12.5 µM; 350,000 compounds, 2% hits; in the data active = activation above about 40%;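 note: 0% = median of the plate's neutral control wells and 100% = double that signal; a rise in the Bmi1 reporter signal indicates esBAF inhibition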
ARNT TACC3 PPI – disruptors of ARNT/TACC3 protein interaction, primary screen, biochemical, AlphaScreen, single concentration; Transforming acidic coiled-coil-containing protein 3 (Homo sapiens), Q9Y6A5; AlphaScreen His-ARNT PAS-B/GST-TACC3 binding, luminescence; TACC3 fragment carries E629A point mutation; inhibition, % at 9.99 µM; 390,000 compounds, 0.66% hits;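 active = mean inhibition of replicates at least 50% and at least half of replicates each reaching 50%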;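 note: 0% = complete ARNT plus TACC3 wells and 100% = ARNT alone without TACC3; many hits fall short of the cut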
ERAP1 HTS inh – human ERAP1 aminopeptidase inhibitors, primary screen, biochemical, single point, plate reader | inhibition, % at 10.7 µM | recombinant ERAP1, Leu-AMC fluorescence, 60 min | Endoplasmic reticulum aminopeptidase 1 (Homo sapiens), Q9NZ08 | 340,000 compounds, 0.15% hits;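 active = mean replicate inhibition of at least 30%, or all replicates individually reaching that 30% level; inactive = mean below 30% and not every replicate reaching it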;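 note: 0% = neutral control wells and 100% = L-leucinethiol positive control wells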
* hit, by the source's call; · = no result given; & = joins results of further samples.

mol	RAD52 inh	Xi reactivation	F508del corr	INS-1E GSIS act	RAD54 inh	esBAF inh	ARNT TACC3 PPI	ERAP1 HTS inh
COc1ccc(CCN2C(=NC(=O)CC(C)C)SC3CS(=O)(=O)CC32)cc1 (centres undefined)	-3	·	-0.7	43	5	-7	-4	-4
COc1ccc(CCC(=O)N2CCN(S(=O)(=O)c3ccc(OC(F)(F)F)cc3)CC2)cc1	-7	0.0	16*	-25	-4	-9	·	0
CN1CCN(C(=O)C2=C[C@@H](C3CC3)C[C@@H](OCc3ccc(CO)cc3)O2)CC1	0&10	-0.1	-2.1&6.0	4	4&3	-6	-13&-4	-2&-3
O=C(Nc1ccc(F)cc1)c1ccc2[nH]c(=O)c(=O)[nH]c2c1	-10	0.0	-0.5	11	13	-5	24	-5
CCN(CC)C(=O)Cn1cc(S(=O)(=O)CC(=O)Nc2ccc(OC)c(OC)c2)c2ccccc21	16	0.1	1.0	-1	-7	4	-2	2
O=C(CSc1ccccc1)Nc1ccc(N2CCOCC2)cc1	·	·	·	-16	5	32	-2	·
Cc1noc(C)c1NC(=O)N[C@@H]1CC[C@@H](CC(=O)N2CCN(C)CC2)O[C@H]1CO	-8	0.1	0.0	-1	5	-2	17	-2
O=C(Nc1ccc(NC(=O)c2ccncc2)cc1)c1ccncc1	-11	0.1	-0.1	11	·	·	·	-2
CC(=O)N1[C@@H]2c3ccc(C4=CCCCC4)c(=O)n3C[C@H]1[C@H](CO)[C@H]2C(=O)N[C@@H](C)c1ccccc1	10	1.2	·	7	9	2	1	1
CCOC(=O)C(=NC(C)CC)NNc1cccc(C(F)(F)F)c1 (centres undefined)	·	0.1	·	-19	-2	·	-1	·
CCC(=O)Nc1cccc(NC(=O)CSc2nnc(-c3ccc(NS(C)(=O)=O)cc3)n2C)c1	-8	·	0.6	14	-5	6	-8	-4
O=C(CC1CC1)N1[C@@H](CO)[C@@H]2c3ccccc3N(S(=O)(=O)c3ccccc3)C[C@@H]21	-25	0.0	-2.3	11	7	-2	-6	-3
CC(=O)c1ccc(N2CCN(S(=O)(=O)c3ccc4c(c3)CC(=O)N4C)CC2)cc1	-20	0.1	1.4	-17	-2	5	-7	-2
COc1ccc(C(=O)COC(=O)C2CCN(c3ccc(C(F)(F)F)cn3)CC2)c(OC)c1	-16	-0.2	-2.9	-3	-2	2	-5	0
CCCCNC(=O)c1ccc2c(c1)N(CC)C(=O)c1ccccc1S2(=O)=O	-6	-0.1	-2.5	-24	-7	2	-5	-9

At a glance, part of the list above:
mol	RAD52 inh	Xi reactivation	F508del corr	INS-1E GSIS act	RAD54 inh	esBAF inh	ARNT TACC3 PPI	ERAP1 HTS inh
CCN(CC)C(=O)Cn1cc(S(=O)(=O)CC(=O)Nc2ccc(OC)c(OC)c2)c2ccccc21	16	0.1	1.0	-1	-7	4	-2	2
O=C(CSc1ccccc1)Nc1ccc(N2CCOCC2)cc1	·	·	·	-16	5	32	-2	·
Cc1noc(C)c1NC(=O)N[C@@H]1CC[C@@H](CC(=O)N2CCN(C)CC2)O[C@H]1CO	-8	0.1	0.0	-1	5	-2	17	-2
O=C(Nc1ccc(NC(=O)c2ccncc2)cc1)c1ccncc1	-11	0.1	-0.1	11	·	·	·	-2
CC(=O)N1[C@@H]2c3ccc(C4=CCCCC4)c(=O)n3C[C@H]1[C@H](CO)[C@H]2C(=O)N[C@@H](C)c1ccccc1	10	1.2	·	7	9	2	1	1
CCOC(=O)C(=NC(C)CC)NNc1cccc(C(F)(F)F)c1 (centres undefined)	·	0.1	·	-19	-2	·	-1	·
CCC(=O)Nc1cccc(NC(=O)CSc2nnc(-c3ccc(NS(C)(=O)=O)cc3)n2C)c1	-8	·	0.6	14	-5	6	-8	-4
O=C(CC1CC1)N1[C@@H](CO)[C@@H]2c3ccccc3N(S(=O)(=O)c3ccccc3)C[C@@H]21	-25	0.0	-2.3	11	7	-2	-6	-3
CC(=O)c1ccc(N2CCN(S(=O)(=O)c3ccc4c(c3)CC(=O)N4C)CC2)cc1	-20	0.1	1.4	-17	-2	5	-7	-2

(continued)
mol	RAD52 inh	Xi reactivation	F508del corr	INS-1E GSIS act	RAD54 inh	esBAF inh	ARNT TACC3 PPI	ERAP1 HTS inh
CC1(C)CC(=O)C(Br)=C(O)C1	-1	0.0	0.6	5	·	·	-8	-4
COCC(=O)Nc1ccc2c(c1)C(=O)N(C)[C@@H]1CC[C@H](CC(=O)NCc3ccc(OC)cc3)O[C@H]1CO2	·	0.1	0.8	-9	-8	4	5	·
OC(c1cccs1)(c1cccs1)C1C[N+]2(CF)CCC1CC2 (centres undefined)	-12	·	3.0	-4	-1	6	-6	-4
COC(=O)[C@@H]1C[C@@]2(O)[C@H](O)[C@H](O)[C@H](O)C[C@H]2N1CC(c1ccccc1)c1ccccc1	-4	0.3	3.2	9	2	-2	0	-1
Cc1ccccc1N1CCN(C2CCCN(C(=O)c3cn4cccc(C)c4n3)C2)CC1 (centres undefined)	-19	0.0	1.1	5	-13	-14	12	-4
CN(CCNC(=O)C1CCN(c2ncnc3c2nc2n3CCCCC2)CC1)Cc1ccccc1	-5	0.1	0.7	5	3	2	5	2
CCCCC(O)(CCCC)C(=O)NNc1ccccc1	-1	0.0	·	-4	-25	4	-3	0
O=C1Nc2ccccc2/C1=C/c1cccnc1	4	0.1	·	-11	·	·	-3	7
CCOC(=O)C1CCN(c2c(NCCN3CCN(c4ccccc4)CC3)c(=O)c2=O)CC1	-15	0.1	4.5	5	-8	-6	-6	1
CCOC(=O)C1=C(C)NC(C)=C(C(=O)OCC)C1C(=O)OCC(N)=O	-26	0.3	-4.3	6	-14	-11	2	-1
Oc1ccccc1-c1cc(-c2ccccc2)no1	·	·	·	17	2	37	-4	·
Cn1cnnc1SCC(=O)Nc1ccc(Cl)cc1	-5	0.1	0.6	-1	-2	16	-10	2
O=C(COC(=O)c1ccc(Cl)nc1)Nc1cc(S(=O)(=O)N2CCCCC2)ccc1Cl	-88	-0.2	-0.9	-9	-11	-3	1	0
CN(C)CCN(C(=O)c1cccc(N2C(=O)CCC2=O)c1)c1nc2ccc(Br)cc2s1	-6	0.1	1.4	·	-4	-1	1	-1
COc1cccc(NS(=O)(=O)c2cc3[nH]c(=O)c(=O)[nH]c3cc2C)c1	3	0.0	1.7	5	-1	-3	0	-2

Carrying on:
mol	RAD52 inh	Xi reactivation	F508del corr	INS-1E GSIS act	RAD54 inh	esBAF inh	ARNT TACC3 PPI	ERAP1 HTS inh
O=C(c1cc(F)c(F)cc1Cl)N1CCN(S(=O)(=O)c2cccs2)CC1	-3	0.0	-2.0	13	16	-3	-1	2
c1ccc(CN(Cc2ccccc2)Cc2nnc(-c3cc4ccccc4[nH]3)s2)cc1	-23	0.1	2.1	11	17	-1	5	4
CN1[C@@H]2c3ccc(/C=C/c4ccccc4)c(=O)n3C[C@@H]2[C@@H](CO)[C@@H]1C(=O)NCCCN1CCOCC1	·	0.5	·	23	8	3	2	·
COc1ccc2c(c1)[nH]c1c(N3CCSCC3)ncnc12	-14	-0.1	2.1	·	7	·	5	-6
Cc1c(Br)c(C(=O)NNC(=O)c2ccc(C(C)(C)C)cc2)nn1C	5	0.0	-0.5	·	·	·	-8	-3
Cc1cccn2c(=O)c3cc(C(=O)NCCc4ccccc4)sc3nc12	-14	0.6	-1.3	1	0	22	2	-18
OC[C@H]1[C@H](c2ccc(-c3cccc(F)c3)cc2)[C@@H]2CN(Cc3cncnc3)CCCCN12	-1	0.3	1.5	-8	-1	-5	-4	3
COC(=O)CNC(=O)C(Cc1ccccc1)NS(=O)(=O)c1ccc2c(c1)c(=O)n(C)c(=O)n2C (centres undefined)	-9	0.0	3.3	-7	·	·	0	-2
CCOC(=O)C1=C(COC(=O)CNS(=O)(=O)c2ccc(NC(C)=O)cc2)NC(=O)NC1C (centres undefined)	-107	-0.4	-0.4	14	-11	-7	-3	-2
CN1COc2ccc3ccccc3c2C1	-37	0.0	-1.3	8	0	-2	·	1
CCN(C(=O)CSc1ncccc1C(=O)OC(C)C)c1cccc(C)c1	·	·	·	-34	-17	-3	-6	·
CC(=O)N1CCCc2cc(S(=O)(=O)N3CCCC(C(=O)N4CCN(c5cc(C)ccc5C)CC4)C3)ccc21 (centres undefined)	-11	0.1	0.4	-40	-15	-15	5	3
Cc1cc(C(=O)Nc2ccccc2C)on1	-18	0.2	1.3	9	9	-5	1	1
CC(C)C#Cc1ccc2c(c1)O[C@H](CN(C)Cc1cccnc1)[C@@H](C)CN([C@H](C)CO)S2(=O)=O	8	0.0	-7.7	-39	5	7	2	6
CCOC(=O)c1cc(-c2ccccc2)n(CC(=O)Nc2cc(OC)cc(OC)c2)c1C	·	-0.1	·	-1	-2	·	15	·

Continuation:
mol	RAD52 inh	Xi reactivation	F508del corr	INS-1E GSIS act	RAD54 inh	esBAF inh	ARNT TACC3 PPI	ERAP1 HTS inh
Fc1ccccc1-c1nnc2n1N=C(c1ccc(OC(F)F)c(OCC3CC3)c1)CS2	-67	-0.3	2.2	34	2	-12	1	1
CN1CCN(C(=O)C[C@@H]2CC[C@H]3[C@@H](COC[C@H](O)CN3C(=O)Nc3ccc4c(c3)OCO4)O2)CC1	-9	0.2	0.1	9	5	-4	12	-1
c1ccc(Nc2nc(-c3ccccc3)nc3ccccc23)cc1	-10	0.2	0.7	-25	0	-3	-6	0
CCOc1cc(C(=O)OCc2ccc(OC)cc2)ccc1OCC(=O)N1CCOCC1	-1	0.4	-2.7	3	0	-4	19	1
Cc1noc(C)c1S(=O)(=O)Nc1ccc(C(C)C)cc1	-8	0.0	-3.0	-17	-14	-5	-3	-1
Cc1ccsc1C(=O)NNC(=O)C1CC=CCC1C(=O)O (centres undefined)	11	0.1	·	8	·	·	-7	-2
Cc1c(C(=O)N2CCCC2)oc2ccc(Br)cc12	-11	0.4	-2.4	8	0	24	-9	3

Assay outcomes as filed in PubChem.
